Screening data: PubChem, several laboratories
MEP2-GFP yeast: yeast TOR pathway MEP2-GFP modulation; GFP response vs DMSO, % at 10 µM; S. cerevisiae MEP2-GFP strain, flow cytometry GFP, 3 h; 100% = DMSO control level; actives 0.51% (n = 330,000);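 active = GFP response versus DMSO above a set limit, roughly screen mean plus 3 SD, cut at about 180% in these data; inconclusive = fewer than 70 cells counted for a yeast strain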;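 also: median GFP fluorescence of the barcode-gated MEP2-GFP cells per well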
VLA-4 inh: inhibition in a human VLA-4 binding assay. actives 0.2% (n = 330,000). AID 2557. inhibition, % (about 7 µM as worked out from the volumes in the protocol). VLA-4 expressing cells, ligand binding flow cytometry. P13612; in the data active = inhibition above about 50%
AGP1 TOR yeast: yeast TOR pathway AGP1-GFP modulation; S. cerevisiae AGP1-GFP multiplex flow cytometry, 3 h; GFP as percent of DMSO wells; actives 0.02% (n = 320,000); GFP response vs DMSO, % at 10 µM;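 active = GFP response relative to DMSO above a set limit, near screen average plus 3 SD, cut at about 150% in these data; inconclusive = fewer than 70 cells counted for the yeast strain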;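 also: median GFP channel fluorescence of the gated AGP1 strain per well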
LAP4 TOR yeast: modulators of TOR pathway LAP4-GFP in S. cerevisiae | AID 2023 | actives 0.34% (n = 320,000) | GFP response vs DMSO, % at 10 µM | S. cerevisiae LAP4-GFP multiplex, flow cytometry GFP, 3 h; median GFP as percent of DMSO wells;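 active = GFP response vs DMSO above a set limit, about the screen mean plus 3 SD, cut at about 150% in these data; inconclusive = under 70 cell events counted for the yeast strain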
CIT2-GFP yeast: alters CIT2-GFP fluorescence in TOR pathway yeast screen; AID 2029; S. cerevisiae CIT2-GFP strain, flow cytometry, 3 h; 100 means same as DMSO wells; GFP response vs DMSO, % at 10 µM; actives 0.065% (n = 320,000);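 active = GFP response relative to DMSO above a set limit, near the screen mean plus 3 SD, cut at about 150% in these data; inconclusive = Fewer than 70 cells measured for a yeast strain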;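 also: ratio of well median GFP fluorescence to mean of DMSO wells on the plate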
RPL19A-GFP yeast: alters RPL19A-GFP fluorescence in TOR pathway yeast screen; S. cerevisiae RPL19A-GFP strain, flow cytometry, 3 h; stronger effect = lower value; percent response vs DMSO, % at 10 µM; actives 0.3% (n = 330,000); AID 2025;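 active = percent response vs DMSO below 50%; inconclusive = fewer than 70 events counted for the yeast strain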;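 also: median channel GFP fluorescence of the barcoded RPL19A-GFP strain; ratio of sample median GFP to plate DMSO average so 100% = DMSO; lower means less RPL19A-GFP as with rapamycin TOR inhibition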
GRK2 aptamer HTS: blocks RNA aptamer binding to human GRK2. P25098. actives 0.59% (n = 330,000). inhibition of aptamer binding, % at 10 µM. AID 488847. bead flow cytometry, FAM-aptamer displacement from GRK2;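 active = inhibition of aptamer binding above 40%, roughly 3 SD of noise, on plates passing a quality check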;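 also: median bead fluorescence of bound FAM aptamer so fluorescent compounds give negative values; no value below 0 was filed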
Target sequence (P25098 whole entry, looked up): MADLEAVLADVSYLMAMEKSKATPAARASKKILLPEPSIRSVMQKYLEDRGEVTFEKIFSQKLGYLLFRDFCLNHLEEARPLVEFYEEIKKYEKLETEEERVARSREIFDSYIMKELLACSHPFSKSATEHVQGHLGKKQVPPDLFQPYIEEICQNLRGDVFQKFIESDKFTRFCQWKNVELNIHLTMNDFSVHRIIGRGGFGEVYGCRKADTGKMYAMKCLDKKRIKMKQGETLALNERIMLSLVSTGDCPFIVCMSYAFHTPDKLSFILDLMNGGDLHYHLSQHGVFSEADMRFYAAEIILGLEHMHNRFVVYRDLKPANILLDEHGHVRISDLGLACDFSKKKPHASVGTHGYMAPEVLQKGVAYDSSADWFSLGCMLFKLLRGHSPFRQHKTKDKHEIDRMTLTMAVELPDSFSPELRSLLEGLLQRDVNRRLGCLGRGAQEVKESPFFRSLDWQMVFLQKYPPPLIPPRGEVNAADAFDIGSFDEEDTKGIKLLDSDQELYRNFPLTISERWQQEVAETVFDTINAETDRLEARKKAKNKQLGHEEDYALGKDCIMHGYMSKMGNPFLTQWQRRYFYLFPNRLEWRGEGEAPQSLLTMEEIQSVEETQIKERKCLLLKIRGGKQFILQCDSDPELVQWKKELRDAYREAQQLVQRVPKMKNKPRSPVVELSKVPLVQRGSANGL
JMJD2C inh: blocks human GASC-1 demethylase activity; actives 0.069% (n = 330,000); Q9H3R0; inhibition, % at 2.35 µM; GST-JMJD2C(1-420) H3K9me3 demethylation, DELFIA europium;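 active = more than half of a compound's replicate wells show inhibition beyond 50%, single wells judged on their own value; inconclusive = some, but no more than half, of replicates pass 50% inhibition; inactive = no replicate passes 50% inhibition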;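 also: signal counts dimethyl H3K9 product captured on neutravidin plate; 0% = median of DMSO wells and 100% = 0.3 times that DMSO median; strong numbers were not always called active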
Target sequence (Q9H3R0 1-420 limits assumed): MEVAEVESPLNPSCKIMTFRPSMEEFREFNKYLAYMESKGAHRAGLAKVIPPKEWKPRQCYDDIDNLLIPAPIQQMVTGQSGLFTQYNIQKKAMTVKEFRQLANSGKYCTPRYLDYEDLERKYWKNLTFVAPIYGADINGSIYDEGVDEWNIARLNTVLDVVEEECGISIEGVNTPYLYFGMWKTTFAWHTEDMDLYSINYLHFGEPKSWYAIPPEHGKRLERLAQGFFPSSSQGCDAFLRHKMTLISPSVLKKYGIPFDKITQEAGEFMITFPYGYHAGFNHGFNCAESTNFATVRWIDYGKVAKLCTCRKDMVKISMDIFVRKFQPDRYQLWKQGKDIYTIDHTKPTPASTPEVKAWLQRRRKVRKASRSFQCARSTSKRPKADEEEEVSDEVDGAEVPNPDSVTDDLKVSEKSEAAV
Starred values were filed as active, the others as inactive; ? = inconclusive; . = no result given; & = joins results of further samples. Hits appear at their usual frequency; any-hit rate near 1.7%.

Values run as follows: MEP2-GFP yeast | VLA-4 inh | AGP1 TOR yeast | LAP4 TOR yeast | CIT2-GFP yeast | RPL19A-GFP yeast | GRK2 aptamer HTS | JMJD2C inh
- Cc1ccc(N(C(=O)CCC(=O)Nc2ccccn2)C(C(=O)NC(C)C)c2ccc(F)cc2)cc1 (centres undefined)
→ 105 | -7 | 96 | 89 | 93 | 102 | 2 | 4
- O=C(Nc1ccon1)c1ccccc1F
→ 103 | 23 | . | 101 | 107 | 101 | 0 | -5
- CCCCC(C(=O)O)C(C)CC(=O)Nc1cccc(C(=O)O)c1 (centres undefined)
→ 93 | -6 | 92 | 88 | 91 | 89 | . | 5
- Cn1nnnc1SCSc1nnnn1C
→ 111 | 5 | 106 | 98 | 109 | 100 | 0 | 7
- Cc1ccc(S(=O)(=O)/N=C(\Nc2cc(C)on2)c2ccc(Cl)cc2)cc1
→ 86 | -6 | 91 | 94 | 90 | 89 | 0 | -2
- CC1C(=O)N(Cc2ccc([N+](=O)[O-])cc2)c2ccccc2N1C(=O)C1CC1 (centres undefined)
→ 101 | 16 | 101 | 98 | 91 | 97 | 7 | 60*
- O=C(Nc1cccc(NC(=O)c2ccccc2)n1)c1ccccc1
→ 97 | 2 | 95 | 103 | 90 | 100 | 4 | 5
- O=C(Cc1ccccc1)NCCSCc1ccc(Cl)cc1
→ 98 | 5 | 91 | 92 | 102 | 95 | 0 | -4
- COc1ccc(OC)c2sc(N3CCc4ccccc4C3)nc12
→ 102 | 4 | 99 | 111 | 95 | 101 | 0 | 0
- S=c1[nH]nc(Cc2cccc3ccccc23)n1-c1ccccc1
→ 105 | 0 | 106 | 101 | 99 | 101 | 0 | -14
- CCC(C)NCCOCCOc1ccc(Br)cc1C (centres undefined)
→ 95 | 33 | 99 | 90 | 96 | 99 | 0 | -4
- O=C(O)C1CSC(c2ccncc2)N1 (centres undefined)
→ 94 | 8 | . | 102 | 101 | 98 | 1 | -16
- COc1ccc(C(=O)Nc2c(Cl)cc(Cl)cc2C(=O)N2CCOCC2)cc1
→ 103 | -101 | 93 | 90 | 103 | 100 | 3 | 9
- CSc1ccc(C2N=C(c3ccccc3)NO2)cc1 (centres undefined)
→ 105 | -4 | 85 | 95 | 95 | 97 | 0 | -10
- CCCCNc1cc(=O)oc2ccccc12
→ 100 | 9 | 98 | 98 | 97 | 94 | 2 | 5
- Cc1ccc(NC(=O)CN(C)C(=O)COC(=O)CNS(=O)(=O)c2ccc(Br)cc2Cl)cc1
→ 101 | 5 | 88 | 78 | 108 | 101 | 1 | 9
- Nc1nnc(SCC(=O)OCC(=O)NC23CC4CC(CC(C4)C2)C3)s1
→ 106 | 9 | 102 | 103 | 110 | 99 | 0 | 4
- O=C(CCS(=O)(=O)c1ccc2c(c1)NC(=O)CO2)NCCc1ccc(Cl)cc1
→ 117 | 3 | 101 | 96 | 103 | 102 | 4 | -16
- CCOC(=O)C1=C(C)NC(=S)NC1c1ccsc1 (centres undefined)
→ 105 | -1 | 103 | 93 | 110 | 107 | 8 | 23
- Nc1nc(Nc2ccc(Cl)cc2)c(NC=O)c(=O)[nH]1
→ 101 | 18 | 107 | 103 | 105 | 105 | 11 | 4
- COc1ccc(NC(=O)CCCc2ccc(OC)c(C)c2)cc1
→ 99 | 9 | 91 | 106 | 86 | 98 | 4 | -2
- COCc1c(C(=O)OCc2nnc(-c3ccc([N+](=O)[O-])cc3)o2)oc2ccccc12
→ 107 | -14 | 101 | 108 | 106 | 96 | 2 | 12
- NS(=O)(=O)c1cccc(NC(=O)COc2ncnc3c2cnn3-c2ccccc2)c1
→ 103 | 3 | 111 | 101 | 99 | 102 | 7 | 6
- C(#Cc1ccc(C#CCN2CCOCC2)cc1)CN1CCOCC1
→ 95 | -2 | 101 | 94 | 101 | 94 | 2 | 3
- O=C(COc1ccc2c3c(c(=O)oc2c1)CCCC3)NCc1ccccn1
→ 103 | 22 | 98 | 93 | 98 | 97 | 2 | 4
- CCn1cc(CNC(=O)c2cccc([N+](=O)[O-])c2)c(C)n1
→ 100 | 19 | 93 | 88 | 96 | 102 | 1 | 7
- COc1ccc(OC)c(C(=O)c2ccc(Cl)cc2)c1
→ 87 | 2 | 107 | 116 | 103 | 95 | 2 | ?
- O=C(Nc1cccc2c1CCCC2)c1ccccc1Br
→ 101 | -2 | 101 | 86 | 110 | 108 | 0 | 2
- COC(=O)/C(=N\OCc1ccc(C#N)cc1)c1c(C)nn(C)c1C
→ 97 | 11 | 91 | 92 | 94 | 92 | 0 | -4
- Nc1ccc(CCS(N)(=O)=O)cc1
→ 96 | 9 | 101 | 99 | 107 | 101 | 2 | 5
- CCN(CC)S(=O)(=O)c1ccc2c(c1)nc(CCC(=O)Nc1ccc3c(c1)OCO3)n2C
→ 101 | 12 | 96 | 87 | 102 | 102 | 3 | 3
- CC(=Nc1cc(C(=O)c2ccccc2)ccc1N)C1=C(O)CC(C)(C)CC1=O
→ 98 | -5 | 98 | 90 | 104 | 96 | 2 | 3
- COc1cc(Cl)c(C)cc1NC(=O)CN(C)C1CCS(=O)(=O)C1 (centres undefined)
→ 98 | -3 | 93 | 90 | 95 | 100 | 0 | -3
- COc1cccc2sc(Nc3nc4ccc(NC(C)=O)cc4s3)nc12
→ 100 | 0 | 99 | 102 | 83 | 103 | 0 | 12
- COc1cc(/C=N/NC(=O)c2cccs2)ccc1O
→ 105 | 7 | 99 | 88 | 119 | 115 | 0 | -28
- CCOC(=O)c1c(S(=O)(=O)NCC(=O)Nc2cccc(F)c2)c(C)n(C)c1C
→ 109 | 0 | 102 | 97 | 101 | 104 | 4 | 8
- NC(=O)c1ccccc1NC(=O)c1ccc2ccccc2c1
→ 105 | 1 | 95 | 85 | 110 | 104 | 2 | -18
- Nc1ccccc1Sc1cc(Cl)nnc1Cl
→ 127 | 6 | 111 | 116 | 101 | 108 | 1 | -8
- Cc1ccc(-n2cnc3ncnc(-c4ccccc4)c32)cc1
→ 104 | -1 | 105 | 102 | 102 | 107 | 10 | -2
- CCOC(=O)c1c(NC(=O)COc2cccc3c2CCN(Cc2ccc(F)cc2)C3=O)sc2c1CCC2
→ 112 | 8 | 107 | 102 | 108 | 109 | 0 | 3
- Cc1ccc(S(=O)(=O)N2CCOC2CNC(=O)C(=O)NCc2ccccc2)cc1 (centres undefined)
→ 150 | -3 | 95 | 115 | 98 | 103 | 1 | -7
- CN(c1ccc(OCC(=O)O)cc1)S(=O)(=O)c1ccc2ccccc2c1
→ 82 | -9 | 93 | 86 | 95 | 90 | 38 | -8
- c1cncc(C2OCC3(CO2)COC(c2cccnc2)OC3)c1 (centres undefined)
→ 99 | 0 | 95 | 95 | 112 | 109 | 0 | 1
- COc1ccccc1CC(=O)N1CCCc2cc(C)ccc21
→ 99 | 12 | 87 | 100 | 91 | 103 | 2 | -1
- Cc1cc(C(=O)N2CCc3ccccc3C2)on1
→ 104 | 15 | 99 | 95 | 102 | 98 | 0 | -20
- C=CCN(C(=O)CCC(=O)Nc1cc(C)on1)C(C(=O)NC(C)(C)C)c1cccc(OC)c1OC (centres undefined)
→ 97 | 0 | 103 | 90 | . | 101 | 0 | -17&2
- O=C(N/N=C/c1ccco1)c1cc(-c2cccc(Br)c2)nc2ccccc12
→ 100 | 0 | 106 | 98 | 110 | 103 | 0 | 0
- O=C(NCc1ccccc1)c1ccc2c(c1)S(=O)(=O)c1cc(Cl)ccc1C2=O
→ 104 | 0 | 105 | 107 | 109 | 102 | 0 | 8
- CCOC(=O)c1sc(NC(=O)c2ccc(CC)s2)nc1C
→ 110 | 22 | 103 | 103 | 100 | 101 | 0 | 2
- Oc1ccc(CNc2ccc(F)cc2)c2cccnc12
→ 109 | 3 | 107 | 84 | 102 | 106 | 3 | -3
- O=C(Nc1ccc(-n2cc(Cl)cn2)cc1)c1ccncc1
→ 111 | -1 | 100 | 93 | 107 | 107 | 1 | 3
- COc1ccc(C2CC(=O)C3=C(C2)NC(C)=C(C(=O)Nc2ccccc2C)C3c2coc3ccc(C)cc3c2=O)cc1OC (centres undefined)
→ 107 | 9 | 97 | 101 | 93 | 101 | 4 | -4
- COCCCNC(=O)CSc1nc2ccccc2c(=O)n1CCCC(=O)NCC1CCCO1 (centres undefined)
→ 98 | 8 | 94 | 92 | 85 | 100 | 2 | -3
- O=C(NCCCl)Nc1cccc(Br)c1
→ 109 | 17 | 102 | 92 | 105 | 100 | 0 | -3
- O=C(NC(=O)c1ccc(Cl)c(Cl)c1)OC1CCS(=O)(=O)C1 (centres undefined)
→ 95 | 0 | 105 | 76 | 92 | 100 | 4 | 3
- O=C(COC(=O)Cc1ccsc1)Nc1ccc(Cl)c(S(=O)(=O)N2CCOCC2)c1
→ 95 | 11 | 89 | 88 | 93 | 98 | 0 | 0
- COc1cc(=O)n(C)c2ccccc12
→ 98 | 16 | 96 | 103 | 94 | 97 | 0 | -4
- CS(=O)(=O)N(CC(=O)Nc1ccccc1C(=O)N1CCOCC1)c1ccc2c(c1)OCO2
→ 106 | 8 | 105 | 97 | 102 | 100 | 1 | -2
- CCCC(=O)OCC(=O)Nc1ccc(OC(F)F)cc1
→ 97 | -1 | 98 | 97 | 95 | 98 | 7 | -4
- CCc1nnc(N/N=C/c2ccc(O)c(OC)c2)n1N
→ 119 | -14 | 109 | 91 | 125 | 109 | 2 | -1

(more compounds)
Values run as follows: MEP2-GFP yeast | VLA-4 inh | AGP1 TOR yeast | LAP4 TOR yeast | CIT2-GFP yeast | RPL19A-GFP yeast | GRK2 aptamer HTS | JMJD2C inh
- N#Cc1c(Cc2cccc3ccccc23)nn(CCO)c1N
→ 90 | -10 | 86 | 116 | 97 | 99 | 0 | -9
- O=C(CSc1nc2[nH]ncc2c(=O)[nH]1)Nc1ccc(Cl)cc1
→ 96 | -1 | 102 | 100 | 96 | 97 | 2 | -9
- Cc1ccc(NC(=O)c2ccc3c(=O)n4c(nc3c2)CCCCC4)cc1F
→ 103 | 5 | 105 | 107 | 103 | 102 | 0 | -10
- Cc1onc(-c2ccccc2Cl)c1C(=O)NC(C)c1ccccc1 (centres undefined)
→ 102 | 0 | 95 | 99 | 102 | 101 | 0 | -29
- COc1ccc(C2=NCCn3c2c2ccc(C(F)(F)F)cc2[n+]3[O-])cc1
→ 104 | 22 | 95 | 101 | 97 | 99 | 0 | -5
- CC(NC(=O)c1ccc(Cn2cc([N+](=O)[O-])cn2)o1)c1ccccc1 (centres undefined)
→ 96 | -7 | 106 | 86 | . | 99 | 1 | -2
- O=C(NC1=NCCS1)C1CCN(S(=O)(=O)c2ccccc2C(F)(F)F)CC1
→ 102 | 17 | 103 | 104 | 106 | 100 | 2 | -8
- COc1cc(/C=N/N(C)S(=O)(=O)c2ccc(C)cc2)cc([N+](=O)[O-])c1O
→ 104 | -7 | 99 | 88 | 97 | 96 | 5 | -2
- CCOC(=O)N=Nc1c(O)n(C)c2ccccc12
→ 97 | 32 | 96 | 89 | 93 | 98 | 1 | 3
- COc1ccc(C(=S)Nc2ccc(N(C)C)cc2)cc1
→ 95 | -13 | 94 | 98 | 100 | 95 | 0 | -4
- Cc1csc2c(N3CCN(C(=S)Nc4ccc(F)cc4F)CC3)ncnc12
→ 103 | 30 | 111 | 117 | 109 | 102 | 1 | 4
- CCOC(=O)Cn1c(=O)oc2cc(S(=O)(=O)N(C)c3ccc(OC)cc3)ccc21
→ 97 | 5 | 106 | 108 | 101 | 98 | 0 | 15
